PfHsp90 yeast 2 – growth inhibition of PfHsp90-expressing yeast, primary screen, antimalarial PfHsp90 inhibitor project, S. cerevisiae, BacTiter-Glo luminescence, single point, set 2. AID 504621, 2011. actives 0.32% (n = 310,000). inhibition, % at 9.4 µM. BacTiter-Glo ATP, 48 h; yeast lacking PDR1 and PDR3 efflux regulators;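 active = every replicate shows inhibition above about 80%, whatever the replicate mean, limit read from the data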;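 note: 0% = DMSO neutral controls and 100% = 20 µM radicicol positive controls; yeast relying on Plasmodium falciparum Hsp90 in place of its own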
Mot1-301 SUMO – yeast Mot1-301 growth rescue at high temperature, primary screen, SUMOylation pathway inhibitor project, S. cerevisiae, ATP luminescence, 38.5C; S. cerevisiae Mot1-301 growth rescue; percent above DMSO median, 100 means doubled; AID 2716, 2010; growth rescue, % at 18.8 µM; actives 1% (n = 320,000);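 active = every valid replicate shows activation above 250% relative to neutral control wells; inactive = the rest, any valid replicate at or below 250%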;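 note: OY570 slx delta 5 strain wells were the positive control but not used for scaling; some compounds called inactive have numbers as strong as hits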
OPRM1-OPRD1 ag – agonists of OPRM1-OPRD1 heterodimerization, primary screen, cell-based, luminescence; AID 504326, 2011; Mu-type opioid receptor (Homo sapiens) + Delta-type opioid receptor (Homo sapiens), …; cells; activation, % at 9.3 µM; actives 0.3% (n = 340,000); in the data active = activation above about 18%;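 note: 0% = vehicle-treated cells and 100% = reference agonist; values of inactives mirror those of a sister screen read the other way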
E coli growth – E. coli V3065 growth inhibition, primary screen, counter-screen for AddAB inhibitor project, absorbance, OD600; actives 0.27% (n = 330,000); inhibition, % at 11.9 µM; 18 h; AID 449728, 2010;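 active = inhibition above the campaign's mean inhibition across all tested compounds plus 3 SD, cut at about 9.9% in these data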;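 note: uninfected addAB+ strain grown without phage in ampicillin broth; 0% = DMSO wells and 100% = ciprofloxacin 0.95 µg/ml wells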
HTR5A inv ctr – HTR5A inverse agonists in luminescence cell assay, primary screen, counter-screen for OPRM1-OPRD1 heterodimer inverse agonist project, full-deck HTS; 5-hydroxytryptamine receptor 5A (Homo sapiens), P47898; HTR5A cell line, inverse agonism; inhibition, % at 9.3 µM; actives 0.083% (n = 340,000); in the data active = inhibition mostly above about 23%, no sharp cut-off; inactive = mostly below about 18%;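 note: 0% = cells with DMSO and 100% = no-cell wells with DMSO; some compounds called inactive have numbers as strong as hits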
Target sequence (P47898 whole entry, looked up): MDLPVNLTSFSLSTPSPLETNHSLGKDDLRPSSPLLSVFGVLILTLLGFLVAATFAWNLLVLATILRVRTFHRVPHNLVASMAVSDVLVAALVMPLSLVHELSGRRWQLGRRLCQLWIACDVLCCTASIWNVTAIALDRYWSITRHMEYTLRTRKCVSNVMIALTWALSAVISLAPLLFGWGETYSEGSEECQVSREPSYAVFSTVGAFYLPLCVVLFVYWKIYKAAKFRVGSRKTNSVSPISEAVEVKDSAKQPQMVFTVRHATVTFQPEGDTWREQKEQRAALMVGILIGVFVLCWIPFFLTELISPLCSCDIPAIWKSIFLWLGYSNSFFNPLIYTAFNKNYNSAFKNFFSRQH
MOR-DOR inv ag – inverse agonists of MOR-DOR heterodimerization, primary screen, cell-based, luminescence | Mu-type opioid receptor (Homo sapiens) + Delta-type opioid receptor (Homo sapiens), … | cell-based MOR-DOR heterodimer luminescence, inverse agonism | inhibition, % at 9.3 µM | actives 0.21% (n = 340,000) | AID 504357, 2011; in the data active = inhibition above about 22%, passing the limit was not always enough;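 note: 0% = cells with DMSO and 100% = wells without cells with DMSO; values of inactives mirror those of a sister screen read the other way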
Tat transport – E. coli Tat export inhibitors, primary screen, MC4100, TorA-mCherry reporter, fluorescence, single point. AID 488895, 2010. inhibition, % at 10 µM. actives 0.036% (n = 340,000);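 active = mean replicate inhibition at least 50% and at least half of replicates individually reaching 50%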;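 note: exported cargo escapes ClpAP degradation while cytoplasmic cargo is degraded and loses fluorescence; 0% = median of neutral control wells and 100% = median of NaSCN control wells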
phage Ecoli inh – growth loss of phage-infected E. coli, primary screen, RecBCD inhibitor project, absorbance, with phage, HTS; AID 651602, 2012; inhibition, % at 11.9 µM; actives 0.26% (n = 360,000); in the data active = inhibition above about 11%
AddAB inh – growth inhibition of E. coli expressing H. pylori AddAB, primary screen, AddAB inhibitor project, absorbance; inhibition, % at 11.9 µM; actives 0.29% (n = 330,000); in the data active = inhibition above about 12%;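 note: 0% = vehicle wells of infected cells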
PKA-R1A activ – activators of PKA-R1A holoenzyme, primary screen, biochemical, fluorescence polarization, Cy5-IP20, bovine R1A, mouse PKAc | PKA-R1A dissociation; scaled: DMSO 0%, 113 µM cGMP 100% | activation, % at 11.4 µM | actives 0.083% (n = 340,000);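 active = percent activation above the mean of all tested compounds plus 3 SD, cut at about 19% in these data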;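 note: higher means more PKAc released from R1A so a rise in polarization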
PKA-R2B act – activators of PKA-R2B holoenzyme, primary screen, biochemical, fluorescence polarization, Cy5-IP20, human | PKA-R2B holoenzyme dissociation; R2B truncated from residue 108, S112A mutant; 0% DMSO only, 100% 113 µM cGMP | activation, % at 11.4 µM | actives 0.079% (n = 340,000);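 active = activation above a cutoff set at the mean over all compounds plus 3 SD, cut at about 18% in these data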;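 note: higher means more holoenzyme dissociation and a rise in polarization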
Target sequence (P31323 whole entry, looked up, other chains not shown, the tested form may be a part): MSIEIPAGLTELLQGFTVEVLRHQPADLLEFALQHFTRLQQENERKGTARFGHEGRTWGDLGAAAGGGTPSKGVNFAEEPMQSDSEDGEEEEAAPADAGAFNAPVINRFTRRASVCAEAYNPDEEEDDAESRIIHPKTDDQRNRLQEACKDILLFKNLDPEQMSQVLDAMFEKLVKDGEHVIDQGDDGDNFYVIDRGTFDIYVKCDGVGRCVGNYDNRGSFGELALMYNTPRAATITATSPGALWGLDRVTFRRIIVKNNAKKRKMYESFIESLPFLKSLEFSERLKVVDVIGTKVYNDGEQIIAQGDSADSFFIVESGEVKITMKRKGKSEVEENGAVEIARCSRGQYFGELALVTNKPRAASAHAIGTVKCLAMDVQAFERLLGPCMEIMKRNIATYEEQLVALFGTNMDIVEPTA
Active calls of the source: *; / = no result given.

cpd | Molecule | PfHsp90 yeast 2 | Mot1-301 SUMO | OPRM1-OPRD1 ag | E coli growth | HTR5A inv ctr | MOR-DOR inv ag | Tat transport | phage Ecoli inh | AddAB inh | PKA-R1A activ | PKA-R2B act
1 | CC(NC(=O)CCNC(=O)c1ccc(C(C)(C)C)cc1)c1ccccc1 (stereo unspecified) | 5 | 1 | -2.5 | -0.4 | 10 | 12 | -8 | -0.5 | -3.5 | 4 | 1
2 | CCCc1cc(=O)[nH]c(SCC(=O)NC(=O)c2ccccc2)n1 | / | -12 | -2.2 | 0.6 | -7 | 13 | -15 | / | 0.7 | -14 | 2
3 | CCCCCC[n+]1c(-c2ccc(Cl)cc2Cl)csc1Nc1ccccc1 | 4 | -21 | 0.1 | -1.9 | -1 | -1 | 8 | 2.1 | 0.2 | -10 | -5
4 | Cc1cc2nsnc2c(S(=O)(=O)NCC(=O)O)c1C | -14 | 5 | -2.4 | 2.7 | 3 | 11 | -4 | 1.2 | 3.1 | 3 | -13
5 | COc1cccc(-c2nnc3sc(-c4ccco4)nn23)c1 | / | 21 | -3.4 | 0.4 | 11 | 18 | 2 | 3.0 | 1.6 | 5 | -6
6 | CCc1sc(C(=O)Nc2ccc(NC(C)=O)cc2)cc1C | 5 | 6 | -0.8 | 1.0 | 16 | 4 | -8 | 2.7 | 2.4 | 1 | -5
7 | O=C(CCCCCNc1nc(=S)[nH]c2ccccc12)NCCc1ccccc1 | -16 | -13 | -0.3 | -0.2 | -42 | 2 | 10 | 2.4 | -2.4 | -7 | -16
8 | CC(=Nc1cc(C(=O)c2ccccc2)ccc1N)C1=C(O)CC(C)(C)CC1=O | 19 | 315 | 0.6 | 0.8 | -1 | -3 | -4 | 5.8 | 3.6 | -1 | 3
9 | Cc1c(C(=O)N2CCN(C)CC2)oc2ccc(S(=O)(=O)N3CCOCC3)cc12 | / | 33 | 1.4 | 1.5 | -42 | -8 | -3 | 2.9 | 1.9 | -5 | 1
10 | COc1ccc(NC(=S)NCc2ccccn2)cc1OC | 10 | 5 | 0.1 | -3.1 | -25 | -1 | 19 | 5.3 | -0.2 | 3 | -6
11 | CN(CC(=O)Nc1c(Cl)cccc1Cl)C(=O)C1CSC2(C)CCC(=O)N12 (stereo unspecified) | -7 | 3 | -1.7 | -3.4 | -10 | 11 | -7 | 2.4 | 3.5 | 7 | -3
12 | O=C(O)CC(Sc1n[nH]c(=S)s1)C(=O)O (stereo unspecified) | 3 | 284 | -0.5 | -1.9 | 17 | 2 | 3 | -1.1 | -1.6 | 2 | -3
13 | COc1ccccc1/C=C(/NC(=O)c1ccccc1)C(=O)NCCN1CCOCC1 | -3 | 1 | -3.7 | -2.0 | -27 | 18 | 0 | 1.4 | 4.3 | -7 | -5
14 | CC(=O)N1C(C(=O)O)CSC1c1ccc(C)cc1 (stereo unspecified) | 20 | 14 | -2.8 | -1.9 | 1 | 14 | 5 | 1.7 | 1.4 | 0 | -4
15 | C#CC[N+](CC)(CC)CC#Cc1cccc(Cl)c1 | -19 | 18 | -2.3 | 0.5 | -26 | 13 | -1 | 3.1 | -0.8 | 3 | -11
16 | O=C(NNC1=Nc2cc([N+](=O)[O-])ccc2OC1)c1ccccc1Cl | -7 | 286 | -3.1 | -3.1 | -4 | 16 | -11 | 0.8 | -1.3 | -14 | -16
17 | COc1cccc(/C=N/NC(=O)CC2C(=O)NN=C2C)c1O (stereo unspecified) | 5 | 1 | -1.3 | -1.0 | 3 | 7 | 1 | 0.2 | 0.7 | 4 | -3
18 | CC[C@]12c3[nH]c4ccccc4c3CCN1C(=O)C(CC(=O)NCCC1=CCCCC1)C[C@@H]2C(=O)N1CCN(C(=O)C2CC2)CC1 (stereo partly specified) | 24 | -3 | -1.3 | -0.7 | -2 | 6 | 3 | 2.6 | 2.7 | -8 | -4
19 | CC(C)(C)OC(=O)NCCCC[C@H](NC(=O)c1nc[nH]c1C(=O)N1CCN(C(=O)OC(C)(C)C)CC1)C(=O)OC(C)(C)C | 5 | -8 | -2.9 | -1.0 | -1 | 16 | 8 | 2.9 | -0.3 | -1 | -5
20 | Cc1c(NC(=S)N/N=C/c2ccc(O)cc2)c(=O)n(-c2ccccc2)n1C | 16 | 8 | -1.8 | 0.4 | -7 | 10 | 1 | -0.9 | -0.4 | 9 | -6
21 | O=C(c1nc2ccc(Cl)cn2c1CN1CCC(CO)CC1)N1CCc2ccccc2C1 | -6 | 59 | 5.3 | -2.9 | 31 | -28 | -8 | 1.8 | -0.9 | -3 | 3
22 | Cc1ccc(/C=N/NC(=O)Cc2ccc(Cl)cc2)c(O)c1 | -6 | 7 | 2.4 | / | 10 | -12 | -10 | 3.5 | / | -4 | -5
23 | COC(=O)c1c(C)[nH]c(C(=O)OCc2ccc(F)cc2)c1C | -3 | -5 | 7.5 | -2.1 | -8 | -44 | 19 | 0.9 | 1.5 | -2 | 1
24 | O=C(NCCc1ccccc1)C(=O)Nc1ccc2c(c1)OCCO2 | -4 | 622 | -0.5 | 2.1 | 5 | 3 | -14 | 0.7 | 0.2 | -5 | 4
25 | COc1cccc(NC(=O)C(c2ccccc2)N2CCCC2)c1 (stereo unspecified) | 22 | -5 | -2.2 | 0.5 | 6 | 11 | -9 | 3.5 | 4.0 | -11 | -10
26 | O=C(NCCCN1CCCC1=O)c1cccc(N2CCCC2=O)c1 | 8 | 391 | -1.9 | -0.8 | 7 | 10 | -3 | 1.1 | 1.8 | 12 | 2
27 | COc1ccccc1N=C(C)C1=C(O)CSC1=O | 13 | -1 | -3.2 | 2.8 | -21 | 13 | 0 | 2.4 | 4.2 | -15 | -18
28 | COc1ccccc1NC(=O)C(=O)NNS(=O)(=O)c1ccc2ccccc2c1 | -31 | -5 | -1.3 | 0.3 | -9 | 6 | -3 | 3.4 | -1.5 | -3 | -13
29 | Cc1cccc2c1CC(C)(C)NC2=C(C#N)C#N | -22 | -2 | -2.3 | -1.6 | 24 | 12 | -3 | 1.7 | 0.5 | 5 | 1
30 | O=C(NCc1ccccc1)C(c1ccc(F)cc1)N(C(=O)c1csnn1)C1CC1 (stereo unspecified) | -16 | -1 | -0.3 | -2.5 | -21 | 2 | 1 | 2.3 | 3.0 | 7 | -4
31 | O=C(Cc1c(F)cccc1Cl)Nc1nccs1 | -6 | -5 | -3.9 | -0.8 | -4 | 18 | 4 | 1.4 | -1.4 | -4 | 3
32 | CCOC(=O)N1CCC(NC(=O)C2CCN(C(=O)N3CC(C)Oc4ccccc43)CC2)CC1 (stereo unspecified) | / | 8 | 0.2 | -0.8 | -11 | -1 | 0 | 1.7 | 1.9 | 8 | 4
33 | N#CC1=C(N)Oc2cc(N)ccc2C1c1cccc(F)c1 (stereo unspecified) | 3 | -7 | -3.0 | -1.3 | 0 | 14 | 10 | 0.9 | 1.8 | -10 | 4
34 | Cc1cc(C(c2ccc(C)o2)c2ccc(C)o2)c(O)c([N+](=O)[O-])c1 | -8 | 22 | 0.0 | -0.1 | 19 | 0 | 8 | 3.2 | 3.4 | -1 | -5
35 | CCOc1ccc(-n2c(SCC(=O)Nc3ccc(Br)cc3)nc3n[nH]c(C)c3c2=N)cc1 | -5 | -19 | 13 | 2.7 | -28 | -63 | -4 | 1.5 | 0.2 | -2 | -5
36 | COc1ncnc2c1cnn2-c1ccccc1 | / | 13 | -1.0 | -1.3 | -3 | 6 | 2 | 2.9 | 2.1 | 5 | 13
37 | C=CCc1ccc(OCCn2cncn2)c(OC)c1 | 16 | 18 | -1.8 | -3.2 | -30 | 9 | -9 | 1.5 | 0.2 | -10 | 0
38 | CCCc1nnc(SCC(=O)Nc2ccc(OCC)cc2)n1N | 31 | / | -2.0 | 0.1 | 12 | 11 | -4 | 3.4 | 2.1 | 4 | 1
39 | Cc1c(S(=O)(=O)N2CCN(c3cccc(Cl)c3)CC2)c(=O)n(C)c(=O)n1C | 7 | 3 | -2.5 | -0.9 | 0 | 14 | -9 | 3.1 | -2.0 | -18 | -15
40 | Cn1c(CNC(=O)CCNC(=O)c2ccccc2F)cc(=O)n(C)c1=O | 20 | -2 | -3.1 | -0.8 | -2 | 16 | -6 | -0.7 | 0.1 | 6 | 12
41 | O=C(Nc1ccc(F)cc1)c1cc(-c2ccccc2)no1 | 18 | 4 | -1.1 | -0.6 | -23 | 6 | -8 | 3.8 | 2.5 | -7 | -10

Five structures out of the list, arranged by length of the SMILES, descending.
cpd | Molecule | PfHsp90 yeast 2 | Mot1-301 SUMO | OPRM1-OPRD1 ag | E coli growth | HTR5A inv ctr | MOR-DOR inv ag | Tat transport | phage Ecoli inh | AddAB inh | PKA-R1A activ | PKA-R2B act
26 | O=C(NCCCN1CCCC1=O)c1cccc(N2CCCC2=O)c1 | 8 | 391 | -1.9 | -0.8 | 7 | 10 | -3 | 1.1 | 1.8 | 12 | 2
29 | Cc1cccc2c1CC(C)(C)NC2=C(C#N)C#N | -22 | -2 | -2.3 | -1.6 | 24 | 12 | -3 | 1.7 | 0.5 | 5 | 1
37 | C=CCc1ccc(OCCn2cncn2)c(OC)c1 | 16 | 18 | -1.8 | -3.2 | -30 | 9 | -9 | 1.5 | 0.2 | -10 | 0
31 | O=C(Cc1c(F)cccc1Cl)Nc1nccs1 | -6 | -5 | -3.9 | -0.8 | -4 | 18 | 4 | 1.4 | -1.4 | -4 | 3
36 | COc1ncnc2c1cnn2-c1ccccc1 | / | 13 | -1.0 | -1.3 | -3 | 6 | 2 | 2.9 | 2.1 | 5 | 13
